Bioassay records from PubChem.
MEX-5 binding = C. elegans MEX-5 TCR-2 RNA binding activity. MEX-5/FITC-TCR2 RNA binding, fluorescence polarization; stronger effect = lower value. activity score (negative = inhibition of binding), % at 10 µM. hit rate 0.38% among 300,000. AID 1832;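 active means inhibition past about -25% in most replicates, and total fluorescence under double the plate's negative control median, limit read from the data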;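 further: 0% = DMSO and -100% = 5 µM competing unlabeled TCR2 RNA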
ZTA counter = blocks Epstein-Barr virus ZTA, an EBNA-1 counter-screen; P03206; ZTA-DNA binding, fluorescence polarization; inhibition, % at 11 µM; hit rate 0.15% among 320,000; AID 2234; in the data active means inhibition above about 33%
Target sequence (P03206 whole entry, looked up): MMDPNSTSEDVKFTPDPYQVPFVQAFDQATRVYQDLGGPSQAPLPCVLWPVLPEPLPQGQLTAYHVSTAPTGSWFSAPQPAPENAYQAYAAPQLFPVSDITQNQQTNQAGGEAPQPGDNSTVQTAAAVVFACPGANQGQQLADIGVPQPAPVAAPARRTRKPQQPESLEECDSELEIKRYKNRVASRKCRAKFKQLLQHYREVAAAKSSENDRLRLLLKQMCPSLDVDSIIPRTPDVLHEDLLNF
Fam108B counter = Fam108B inhibition, counter-screen for RBBP9 inhibitors; recombinant Fam108B, FP-Rh probe fluorescence polarization; inhibition, % at 9.51 µM; hit rate 0.33% among 300,000; AID 1947;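 active means inhibition above the screen mean inhibition plus 3 SD, computed separately per campaign, cut at about 18% in these data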;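 further: inhibitors lower polarization as less probe binds the enzyme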
Efflux pump inh = blocks antifungal efflux pumps in multiplex yeast assay. S. cerevisiae Candida pump triplex, Nile Red efflux. inhibition, % at 10 µM. hit rate 0.44% among 330,000;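 active means plate passing quality check with inhibition over a set limit, or well fluorescence over plate mean plus 4 SD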;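 further: Nile Red retained in pooled yeast measured as flow cytometry median fluorescence; 0% = buffer negative control and 100% = Enniatin B positive control; higher means more Nile Red kept so more efflux inhibition; some compounds called inactive have numbers as strong as hits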
CR mimetic SO = yeast age-related superoxide inhibition as caloric restriction mimetic. S. cerevisiae aged cells, superoxide DHE fluorescence; stronger effect = lower value. superoxide response (% of plate mean), % at 10 µM. hit rate 0.18% among 330,000;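 active means superoxide response under a set limit, about three screen SD below normal, cut at about 65% in these data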;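 further: yeast aged for seven days with compound at 30 °C before DHE staining; 100% = average MFI of all compound-treated wells on the plate with controls excluded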
EBNA-1 inh = blocks EBNA-1 binding to DNA | EBNA-1 DNA binding, fluorescence polarization | inhibition, % at 14.8 µM | hit rate 0.34% among 300,000 | AID 1950; in the data active means inhibition above about 28%
GLD-1 TGE inh = GLD-1-TGE RNA interaction inhibition (C. elegans); AID 2280; hit rate 0.44% among 320,000; purified GLD-1 + fluorescein TGE RNA, fluorescence polarization; Q17339; inhibition, % at 5.96 µM;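 active means percent inhibition above a per-plate cutoff, the plate mean of test compounds plus 3 SD, cut at about 30% in these data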;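 further: 0% = DMSO wells with GLD-1 and probe and 100% = wells lacking GLD-1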
Target sequence (Q17339 whole entry, looked up): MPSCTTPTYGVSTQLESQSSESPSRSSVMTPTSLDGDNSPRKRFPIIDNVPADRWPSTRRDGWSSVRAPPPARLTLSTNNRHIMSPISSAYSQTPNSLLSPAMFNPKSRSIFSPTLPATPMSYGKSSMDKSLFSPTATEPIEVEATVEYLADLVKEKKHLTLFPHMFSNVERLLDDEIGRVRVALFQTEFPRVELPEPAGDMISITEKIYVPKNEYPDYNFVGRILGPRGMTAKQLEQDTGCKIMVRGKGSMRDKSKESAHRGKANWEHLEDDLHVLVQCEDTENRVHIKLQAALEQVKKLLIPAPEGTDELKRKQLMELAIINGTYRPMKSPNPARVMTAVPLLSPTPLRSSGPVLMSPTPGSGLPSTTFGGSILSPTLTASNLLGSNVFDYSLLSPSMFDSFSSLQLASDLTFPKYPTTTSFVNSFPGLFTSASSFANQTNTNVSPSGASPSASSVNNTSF
BCLXL inh = inhibitors of human Bcl-xL; Q07817; GST-Bcl-xL / FITC-Bim BH3 peptide fluorescence polarization; inhibition, % at 10.9 µM; hit rate 0.7% among 320,000; AID 2129;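 active means inhibition above the mean of all tested compounds plus 3 SD, cutoff set per campaign, cut at about 30% in these data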;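 further: 0% = DMSO wells and 100% = unlabeled Bim-BH3 peptide competitor; inhibitors lower millipolarization by displacing the labeled peptide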
MCL1-BIM inh = inhibitors of human MCL1 binding to BIM-BH3 peptide. inhibition, % at 10.9 µM. GST-MCL1 / FITC-Bim-BH3 fluorescence polarization. hit rate 0.68% among 320,000. Q07820;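 active means inhibition above the mean inhibition of all tested compounds plus 3 SD, set per campaign, cut at about 40% in these data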;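 further: 0% = DMSO wells and 100% = unlabeled Bim-BH3 peptide control; higher means more loss of mP so more displacement of Bim peptide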
Target sequence (Q07820 whole entry, looked up): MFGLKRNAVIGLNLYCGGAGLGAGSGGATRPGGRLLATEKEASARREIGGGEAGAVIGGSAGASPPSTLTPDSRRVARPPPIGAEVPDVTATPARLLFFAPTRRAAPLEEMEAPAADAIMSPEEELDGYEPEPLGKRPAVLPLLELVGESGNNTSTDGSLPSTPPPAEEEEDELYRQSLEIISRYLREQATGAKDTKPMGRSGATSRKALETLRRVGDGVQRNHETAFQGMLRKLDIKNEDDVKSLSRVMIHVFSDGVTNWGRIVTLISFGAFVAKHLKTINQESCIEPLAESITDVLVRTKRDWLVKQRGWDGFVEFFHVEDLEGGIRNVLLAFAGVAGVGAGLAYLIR
* hit, by the source's call; . = no result given.

SMILES	MEX-5 binding	ZTA counter	Fam108B counter	Efflux pump inh	CR mimetic SO	EBNA-1 inh	GLD-1 TGE inh	BCLXL inh	MCL1-BIM inh
Cc1cc(C(=O)NNS(=O)(=O)c2ccc(C(C)(C)C)cc2)nn1C(C)(C)C	-0.3	-16	-5	0.6*	116	-8	-6	-12	-10
CNC(=O)COC(=O)c1[nH]c(C)c(C(C)=O)c1C	1.7	4	-4	0.3	108	-1	1	-2	-3
COC(=O)c1ccc(-c2ccco2)n1Cc1cccc(C)c1	.	-11	-2	-0.1	98	-5	-3	3	-13
COCCCNC(=O)CN1C(=O)COc2ccc(S(=O)(=O)N3CC(C)CC(C)C3)cc21 (stereo not given)	-0.2	8	-2	0.1	109	-4	5	-1	-2
Cc1occc1-c1nnc(SCC(=O)O)n1-c1ccccc1	1.6	-5	-3	0.0	93	-5	5	-2	-3
CC(NC(=O)c1cc(COc2ccc3ncccc3c2)on1)c1ccc(F)cc1 (stereo not given)	-2.2	-4	3	-0.1	99	0	-3	4	0
O=C(CC(c1ccccc1)c1ccccc1O)NCc1ccco1 (stereo not given)	6.3	7	-4	0.0	95	-3	7	0	0
CC(=O)c1ccc(NC(=O)NNS(=O)(=O)c2ccc(F)cc2)cc1	-0.7	-1	-1	0.0	92	4	4	-3	-1
C/C(=N\Nc1ccccc1[N+](=O)[O-])c1ccccc1O	-0.5	-19	2	-0.1	100	0	7	-1	10
Cc1nnc(SCC(=O)NCC(=O)Nc2ccc(F)c(F)c2F)n1Cc1ccccc1	.	-1	-2	-0.2	93	4	7	-10	-6
CCOc1ccc(S(=O)(=O)c2cn(C)c3cc(OC)c(OC)cc3c2=O)cc1	0.8	-8	-1	0.6	93	6	2	12	3
C/C(Cl)=C/Cn1c(SC(C)C)nc2c1c(=O)[nH]c(=O)n2C	.	8	6	0.2	117	-9	1	4	9
CCN(CC)S(=O)(=O)c1cc(NC(=O)CCNC(=O)c2ccco2)ccc1C	0.2	3	-1	0.0	93	9	0	4	7
COc1ccc(C2C(C(C)=O)=C(Nc3ccccc3)CC(C)(O)C2C(C)=O)cc1OC (stereo not given)	3.0	1	-1	0.1	101	-10	3	3	2
Cc1ccccc1CN1CCN(S(=O)(=O)c2cccc3nsnc23)CC1	0.7	2	-10	0.0	115	5	2	7	12
CC1CCCC(n2c(=S)[nH]c3ccccc3c2=O)C1C (stereo not given)	0.8	-13	3	-0.1	98	0	6	4	8
CC1CCN(CC(=O)N2c3ccccc3CC2C)CC1 (stereo not given)	-1.7	9	1	0.0	105	6	0	5	2
CNc1nc(SCc2ccccc2)nc(N2CCOCC2)n1	-5.8	-17	7	0.0	102	0	3	1	4
O=P(c1cccs1)(c1cccs1)c1cccs1	-0.3	9	1	0.0	107	23	1	2	3
COc1ccc(S(=O)(=O)C(C#N)c2nc3ccccc3nc2N2CCCCC2)cc1 (stereo not given)	-3.0	2	2	0.1	93	-9	69*	68*	79*
O=c1n(Cc2ccccc2)nc2n1-c1ccccc1SC2	0.5	15	-1	-0.1	71	8	3	-2	-1
COc1ccccc1NC(=O)C1CCN(S(C)(=O)=O)CC1	1.7	0	5	-0.3	100	-8	4	7	5
COc1ccc(/C=N/NC(=O)c2cccc(NC(=O)c3ccc(Cl)cc3)c2)c(OC)c1	0.6	-8	-4	0.2	104	-6	7	0	-6
CC(NC(=O)c1ccnn1C)C1CCCO1 (stereo not given)	-1.1	-5	6	-0.1	104	2	2	7	9
O=C(NC1CC1)C1CCCN1S(=O)(=O)c1ccc2ccccc2c1 (stereo not given)	0.6	-9	0	-0.1	101	7	1	2	1

Record cards (already shown).
COc1ccc(S(=O)(=O)C(C#N)c2nc3ccccc3nc2N2CCCCC2)cc1 (stereo not given) across the screens: MEX-5 binding: -3.0; ZTA counter: 2; Fam108B counter: 2; Efflux pump inh: 0.1; CR mimetic SO: 93; EBNA-1 inh: -9; GLD-1 TGE inh: 69*; BCLXL inh: 68*; MCL1-BIM inh: 79*
CCOc1ccc(S(=O)(=O)c2cn(C)c3cc(OC)c(OC)cc3c2=O)cc1 across the screens: MEX-5 binding: 0.8; ZTA counter: -8; Fam108B counter: -1; Efflux pump inh: 0.6; CR mimetic SO: 93; EBNA-1 inh: 6; GLD-1 TGE inh: 2; BCLXL inh: 12; MCL1-BIM inh: 3

Following part.
SMILES	MEX-5 binding	ZTA counter	Fam108B counter	Efflux pump inh	CR mimetic SO	EBNA-1 inh	GLD-1 TGE inh	BCLXL inh	MCL1-BIM inh
COCCn1c(SCC(=O)c2ccccc2)nc2c(c1=O)SC(C)C2 (stereo not given)	-2.8	-8	-1	0.2	131	-8	4	3	7
COc1ccc2c(c1)c(=O)oc1cc(OCC(=O)N3CCC(C)CC3)ccc12	-2.3	-21	2	-0.1	93	-3	-5	3	9
C=CCN1C(=O)NC(c2ccc(OC)cc2)(C(F)(F)F)S/C1=C(\C#N)c1nnc(N2CCOCC2)n1-c1ccccc1 (stereo not given)	-1.3	6	0	0.2	94	-3	4	-3	-1
CC(=O)Nc1ccc(-c2cc(C(=O)O)c3ccc(C)cc3n2)cc1	-0.8	5	-2	-0.2	99	15	2	2	3
COc1ccc(S(=O)(=O)N2CCOC2CNC(=O)C(=O)NCc2ccco2)cc1C (stereo not given)	.	-17	3	0.1	102	6	-6	7	7
CCOC(=O)c1c(C)[nH]c(C(=O)COC(=O)CCS(=O)(=O)c2ccc(C)cc2)c1C	0.4	1	-2	-0.1	93	39*	-1	3	-10
COc1ccc(OCC(=O)Nn2c(-c3ccc(OC)cc3)nc3ccccc3c2=O)cc1	2.2	-5	3	-1.0	108	-3	1	-2	10
COC(OC)c1ccc(C#N)c(SCc2ccc(C)cc2)n1	1.9	8	0	0.0	86	3	-1	2	0
Cc1cccc(NC(=O)CSc2nc3ccc(NC(=O)CSc4nnnn4-c4ccccc4)cc3s2)c1C	.	10	-25	0.1	97	7	-5	-8	-10
CCc1nnc(NC(=O)c2cc(-c3ccccn3)nc3ccccc23)s1	-3.1	18	-4	-0.1	106	10	-1	7	6
COc1ccccc1Nc1nc2ccccc2[nH]1	-0.5	18	1	0.1	99	14	5	2	2
Cc1cc(C)c(C#N)c(SC2CCCCC2=O)n1 (stereo not given)	1.8	4	-7	-0.2	120	-13	-3	0	-5
COc1ccc(C(C2C(=O)CC(C)(C)CC2=O)C2C(=O)CC(C)(C)CC2=O)cc1	-0.3	-18	1	-0.1	94	9	7	2	-2
O=C(Cn1c(=O)c2sccc2n(Cc2cccc([N+](=O)[O-])c2)c1=O)NCCc1ccccc1	2.2	7	-1	0.1	94	0	3	2	1
CCN(CC)c1ccc(NC(=O)Nc2ccccc2)cc1	-0.4	-2	-3	0.1	91	-10	-3	0	2
CCCCc1nc2cc(Cl)ccc2o1	1.0	11	-1	-0.2	97	2	-4	7	4
CC1=Nc2ccccc2/C1=C/c1nc(-c2ccc(C)s2)oc1O	-1.3	-24	4	0.3	94	-13	-25	-24	-83
COc1cccc2cc(C(=O)Oc3ccc(NC(C)=O)cc3)c(=O)oc12	0.5	-4	5	-0.3	96	5	0	7	0
Cc1ccc(C(=O)NCc2ccc3c(c2)OCO3)c(C)c1	3.1	11	0	-0.1	88	13	8	-2	4
Cc1cc(C)c2cc(CN(CCCN(C)C)C(=S)NCc3ccccc3)c(=O)[nH]c2c1	1.4	-25	-1	0.0	105	4	-5	6	2
CC(=O)N1CCN(C(=O)CNC(=O)c2ccc(Br)o2)CC1	1.1	0	0	-0.5	93	12	1	5	5
O=S(=O)(CCc1nc2ccccc2s1)c1ccc2ccccc2c1	1.3	7	4	-0.2	91	9	1	7	7
COc1ccc(C(=O)NCc2nnc(SCC(=O)Nc3nc4ccccc4s3)o2)cc1	-1.2	-29	0	-0.1	111	-3	-1	11	28
CCOC(=O)CN1C(=O)C(O)(CC(=O)c2ccco2)c2ccccc21 (stereo not given)	-2.4	6	1	0.1	96	-12	8	14	9
CCN(CC)C(=O)COc1ccc2c(-c3ccc(OC)cc3)cc(=O)oc2c1	-2.1	-11	4	-0.1	104	6	5	7	10
SMILES	MEX-5 binding	ZTA counter	Fam108B counter	Efflux pump inh	CR mimetic SO	EBNA-1 inh	GLD-1 TGE inh	BCLXL inh	MCL1-BIM inh
O=C(COC(=O)c1cc([N+](=O)[O-])ccc1N1CCOCC1)c1ccc(F)cc1	.	-19	.	-0.2	102	.	1	0	-3
COc1ccc(C(=O)NC(Cc2ccc(OC(=O)c3ccc(OC)cc3)cc2)C(=O)O)cc1 (stereo not given)	-1.8	-3	1	0.2	105	-23	10	4	-2
CC1(C)Cc2nc(N3CCOCC3)c(C#N)cc2CO1	-0.4	-7	-1	0.0	95	0	9	4	8
Cc1ccc(C(=O)N2CCCC(C(=O)Nc3cccc(-c4ccc(F)cc4)c3)C2)cn1 (stereo not given)	1.5	-6	0	-0.1	101	-4	0	-1	-8
CCOC(=O)N1CCN(c2c(NCCc3ccc(OCC)c(OCC)c3)c(=O)c2=O)CC1	1.8	-7	-3	0.2	103	-13	-1	-1	-4
CC(/C=C1\SC(=Nc2cccnc2)NC1=O)=C\c1ccccc1	-3.1	1	-7	0.1	101	5	3	-5	-15
COc1ccccc1S(=O)(=O)Cc1ccc(C(=O)N2CCN(c3ccc(C)cc3)C(C)C2)o1 (stereo not given)	-1.6	4	1	0.1	115	-10	2	8	7
COc1cc(/C=C/C(=O)O)cc(S(=O)(=O)N(CC(C)C)CC(C)C)c1OC	0.5	-2	-3	0.0	99	-13	4	4	5
CC1(C)CC(=O)c2sc(NC(=O)c3ccco3)nc2C1	-0.7	17	5	0.1	91	15	-8	4	0
O=C(Nc1ccc2c(c1)C(=O)N(CC1CCCO1)C2=O)c1cccc(Br)c1 (stereo not given)	1.8	-4	8	0.0	102	3	-4	2	-1
Cc1ccc(S(=O)(=O)N2CCCN(S(=O)(=O)c3ccc4c(c3)OCCO4)CC2)cc1	-0.5	8	-1	-7.2	94	-6	-3	-5	-8
COC(=O)c1[nH]c2ccccc2c1NC(=O)CCN1CCSCC1	-0.9	5	1	0.1	115	-4	2	-2	1
COc1ccc(Nc2ncnc3c2cnn3Cc2ccccc2)cc1OC	0.3	5	-4	-0.1	93	1	1	8	6
O=C(Nc1cc(-c2nn(CC(=O)N3CCCCC3)c(=O)c3ccccc23)ccc1N1CCOCC1)c1ccc(Cl)cc1	2.2	12	-2	0.1	114	9	6	4	-4
Cc1nnc(Nc2ccc(C(=O)N3CCOCC3)cc2)c2ccccc12	1.6	10	2	0.1	95	-5	15	9	3
COc1cc(OC)cc(C(=O)N[C@H](C(=O)OCC(=O)Nc2ccc(F)c(F)c2)C(C)C)c1	-0.8	-4	0	-0.2	96	1	9	0	4
O=C(c1sc2cc([N+](=O)[O-])ccc2c1Cl)N1CCOCC1	-4.7	-1	6	-0.1	98	6	6	5	9
CCn1c(C)nnc1SCC(=O)Nc1cccc(Cl)c1	-0.4	4	3	0.1	104	-4	3	0	-5
COC(=O)COc1ccc(S(=O)(=O)Nc2ccc(C(N)=O)cc2)cc1Cl	-1.0	2	-9	0.1	133	-1	-7	-1	-1
CCCN1C(=O)S/C(=C\c2ccc(N3CCOCC3)o2)C1=O	30	2	-13	0.0	83	-3	-87	-135	-215
COCCn1c(=S)[nH]c2cc(C(=O)N3CCN(c4ccccc4OC)CC3)ccc2c1=O	.	-4	2	-0.1	81	3	10	7	2
CCC(=O)Oc1ccc(NC(=O)CSCc2ccccc2)cc1	-0.5	-6	6	0.0	88	-11	5	3	-7
O=C(CN1CCN(C(=O)c2ccco2)CC1)Nc1ccccc1-c1ccccc1	1.0	7	5	-0.2	102	8	6	5	7
N=C1/C(=C/c2cccs2)C(=O)N=C2SN=C(SCc3ccccc3)N12	-4.3	-11	-12	-0.1	106	-3	-35	-9	-17
CC(C)[C@H](N)C(=O)NC[C@H](CC(=O)NC[C@H]1CC[C@H](C(=O)O)CC1)c1ccc(Cl)cc1	-2.4	-2	0	0.3	87	-4	-4	1	-4
